Screening results: PubChem, Fisher Drug Discovery Resource Center
hcGAS inh – inhibitors of human cGAS. Q8N884. recombinant h-cGAS, ATP depletion, Kinase-Glo luminescence. inhibition, % at 12.5 µM. hit rate 0.081% among 290,000. AID 1259398;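 also: 0% = vehicle reaction and 100% = reaction without DNA for no activity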
Target sequence (Q8N884 whole entry, looked up): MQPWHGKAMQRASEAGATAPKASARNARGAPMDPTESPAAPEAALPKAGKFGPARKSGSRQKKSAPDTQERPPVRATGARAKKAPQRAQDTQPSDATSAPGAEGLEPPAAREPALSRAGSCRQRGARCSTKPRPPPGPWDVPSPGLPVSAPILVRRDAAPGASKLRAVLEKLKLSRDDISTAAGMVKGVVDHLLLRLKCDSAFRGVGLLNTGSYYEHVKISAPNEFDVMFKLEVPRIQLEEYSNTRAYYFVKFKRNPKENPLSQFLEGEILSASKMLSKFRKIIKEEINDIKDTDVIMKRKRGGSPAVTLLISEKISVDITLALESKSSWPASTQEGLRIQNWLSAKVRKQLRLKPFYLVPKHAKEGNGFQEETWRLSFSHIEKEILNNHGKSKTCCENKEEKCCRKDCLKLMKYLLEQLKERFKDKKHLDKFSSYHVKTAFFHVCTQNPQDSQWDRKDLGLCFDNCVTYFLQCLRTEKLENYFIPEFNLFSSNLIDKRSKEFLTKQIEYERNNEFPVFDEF
mcGAS lum – mouse cGAS inhibition by luminescence. recombinant cGAS, Kinase-Glo ATP depletion luminescence. AID 1259399. hit rate 0.15% among 160,000. inhibition, % at 12.5 µM. Q8C6L5;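 also: 0% = negative control wells and 100% = reference inhibitor with no enzyme activity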
NPYLR7 ag – mosquito NPYLR7 agonism; activation, % at 10 µM; HEK293T NPYLR7/Galpha15, GCaMP6s calcium fluorescence; hit rate 0.15% among 270,000; AID 1259423; in the data active = activation above about 40%;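 also: 0% = vehicle and 100% = reference agonist at the receptor; some compounds past the cut are filed as inactive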
The depositor's hits bear a star; / = not tested or not shown; & = joins results of further samples. Rule as the data show it, unless noted: active = inhibition above about 40%; inactive = the rest.

SMILES	hcGAS inh	mcGAS lum	NPYLR7 ag
COCc1cc(C)nc(OCC(=O)N/N=C\c2ccccc2O)c1C#N	-3	-6	4
O=C(CSc1ccc2nnc(CCNC(=O)c3ccccc3)n2n1)Nc1ccc(F)cc1	-4	-8	-2
CCOC(=O)c1ccc2c(c1)nc(SCc1ccccc1OC(F)F)n2Cc1cccc(F)c1	-2	-2	17
O=C(COC(=O)c1ccco1)c1ccc2ccccc2c1	-7	-7	-2
COc1ccccc1C1CCCN1Cc1nc(-c2ccoc2)oc1C (stereo not given)	-7	-10	1
CCc1cccc(NC(=O)N2CCCC2C(=O)Nc2nnc(-c3ccc(Br)cc3)s2)c1 (stereo not given)	-3	-5	18
CN(CC(=O)NCc1ccc2c(c1)CC(C)(C)O2)C1CCS(=O)(=O)C1 (stereo not given)	-2	/	13
Cc1ccc(C)c(-n2c(CNC(=O)c3ccco3)nnc2SCC(=O)Nc2nccs2)c1	-5	-3	12
O=C(NCc1ccc2c(c1)OCO2)c1cccnc1N1CCN(C(=O)c2ccc(F)c(F)c2)CC1	-3	-8	31
CCCCNC(=O)N(Cc1ccc(OS(=O)(=O)c2cccc(C(F)(F)F)c2)cc1)Cc1ccco1	-15	-6	-8
CCOc1ccccc1OCc1nn2c(-c3cccnc3)nnc2s1	-6	34	1
CC(C)(C)c1ccc(C(=O)Nc2sc3c(c2C(=O)O)CCC3)cc1	-1	-5	-5
CC(C)=CC(=O)NCC1CCN(Cc2cc(C)ccc2C)C1 (stereo not given)	-2	-16	0
CCn1ncnc1CN1CCC2(CC1)C(=O)NCCN2C	-5	-11	1
O=c1[nH]c(CN(CCN2CCOCC2)CC(O)COCc2ccco2)nc2scc(-c3ccccc3)c12 (stereo not given)	-5	-6	13
O=C(Cn1nc2n(c(=O)c1=O)CCN2c1ccc(F)cc1)Nc1cccc(Cl)c1	-3	/	7
Nc1nc(N)nc(SCC(=O)Nc2ccc3[nH]c(=O)[nH]c3c2)n1	9	/	-1
CCOc1ccc(OCC(=O)NC2CCCCCC2)cc1	-7	-8	10
Cc1cn2c3c(=O)[nH]c(=O)n(C)c3nc2n1CCCN(C)Cc1ccccc1	-8	-9	5
Clc1cc2c(cc1Br)OCCN2	13	-2	1
CCOC(=O)c1cc(-c2ccc(Cl)cc2)n(-c2ccc(C(=O)N3C(C)C=CC3C)cc2)n1 (stereo not given)	-4	-5	-1
CCC#CCN(C)CCC(O)c1ccccc1 (stereo not given)	-5	/	0
COC1CCC12CCN(C(=O)c1ccnn1C)CC2 (stereo not given)	-7	-3	/
O=C(NC1CC(=O)N(Cc2ccc(F)cc2)C1)c1ccccc1-c1ncn[nH]1 (stereo not given)	-5	/	13
Cn1nccc1-c1ccc2c(n1)C(=O)N(C1(C(=O)NCc3ccc(F)cc3)CC1)C2	-6	-10	11
Cn1c(NCC(O)c2ccc(Cl)cc2)c(C#N)c(=O)n(C)c1=O (stereo not given)	-5	/	17
CCOC(=O)c1sc(=NC(=O)c2ccc(Br)cc2)n(C)c1C	4	/	-2
Cc1nnc(CSc2ccc(Cl)c(C(F)(F)F)c2)o1	-4	/	3
C=CCn1c(N2CCC(C(N)=O)CC2)nc2c1c(=O)n(C)c(=O)n2C	-7	-9	/
O=C(NCc1nnnn1-c1cccc(F)c1)c1ccc2ccccc2c1	-2	-6	2
Cc1ccc(Oc2ncccc2CNC(=O)c2cnc3ccnn3c2C)cn1	-9	-12	0
COc1cc(C(=O)Oc2ccc(C=C(C#N)C#N)cc2)cc(OC)c1OC	-8	-6	-6
COc1ccc(CN2CCOC(c3ccc(F)cc3)C2)cc1Cn1cncn1 (stereo not given)	-5	-8	4
COc1c(C)cnc2c1c(=O)n(CC(=O)N1CCCCC1)c(=O)n2C	-6	-8	1
O=C(c1ccc2[nH]c3c(c2c1)CCCC3)N1CCc2c([nH]c3ccccc23)C1c1ccccn1 (stereo not given)	-5&5	-8&1	16&-4
COc1ccc(CCOc2nc(-c3ccc(OC)cc3)n(-c3ccc(NC(=O)c4cccs4)cc3)n2)cc1	-4	-3	-3
C=CCn1c(=O)c2c(nc3n2CC(C)=NN3Cc2cc(C)ccc2C)n(C)c1=O	-1	/	-9
O=C(Nc1cccc(I)c1)NC1CCCOC1 (stereo not given)	-3	-16	6
CCOC(=O)NN=Cc1ccc(N2CCOCC2)s1	-9	-6	38
COc1cc(C)ccc1C1=NNC(=Nc2ccccc2)SC1	8	/	-3
C#CCN(Cc1nccn1CC)C1CCc2ccccc21 (stereo not given)	-6	-14	-8
CC1CCN(C(=O)Cn2cnc3sc4c(c3c2=O)CCC(C)C4)CC1 (stereo not given)	-8	/	-7
O=C(Nc1ccc(C2SCC(=O)N2c2ccc3c(c2)CCC3)cc1)c1ccc(Cl)c([N+](=O)[O-])c1 (stereo not given)	-5	-8	16
CCOC(=O)C1CCN(C(c2cccc(C(F)(F)F)c2)C2Sc3nc(CC)nn3C2=O)CC1 (stereo not given)	-14	-9	4
CN(C)S(=O)(=O)N1CC[C@@H](c2ccc3ccccc3c2)[C@H](O)C1	-9	/	19
CCCCCN(CC(=O)N(CCc1ccccc1)Cc1ccc(C)o1)C(C)C(=O)OC (stereo not given)	-8	-5	3
Cc1cccc2nc(NC(=O)c3ccnn3C)sc12	-1	-6	-9
O=C(NCc1ccco1)C(C1CCCC1)N1CCN(C(=O)Nc2cccc(F)c2)CC1 (stereo not given)	-6	-5	-5
COCCN(Cc1ccccc1OS(C)(=O)=O)C(=O)c1ccccc1Cl	-4	-3	10
O=C(Nc1cccc(F)c1)N[C@H]1CCCCNC1=O	-1	-3	-8
Cc1ccc(N2C(=O)[C@@H]3C[C@@H](NC(=O)c4cccn4C)CCN3C2=O)cc1	-7	-7	-8
CC(C(=O)N1CCc2c(nc(-c3ccncc3)nc2N(C)C)C1)n1cccn1 (stereo not given)	-2	/	4
CCCN(Cc1c(-c2ccc(F)cc2)noc1N(CC)CC)C(=O)Cc1ccccc1	-1	-5	7
CN(Cc1ccccc1)C(=O)c1nc2ccccn2c1CNCCc1cccnc1	-5	-5	12
CCN(C)C(=O)c1ccc(N2CCC(c3[nH]ncc3-c3ccccc3)CC2)nc1	-4	-2	-9
CC(=O)N1N=C(Cc2ccccc2)OC1C(=O)NC[C@@H]1[C@H](C=C(C)C)C1(C)C (stereo not given in full)	-4	/	21
CCOc1ccc(-c2csc(NC(=O)c3cc(OC)cc(OC)c3)n2)cc1	-1	-5	-3
CC(=O)c1ccc(OCC(=O)NCCN2C(=O)SC(=Cc3ccccc3Cl)C2=O)cc1	-2	-3	-3
O=C(C1CCN(C(=O)[C@@H]2CCCN2C(=O)Nc2ccc(I)cc2)CC1)N1CCCCC1	-6	-7	33
Nc1ccc(S(=O)(=O)NC2=NCCCCC2)cc1N	-1	-2	2
Carrying on:
SMILES	hcGAS inh	mcGAS lum	NPYLR7 ag
O=c1[nH][nH]c2c1CCN(Cc1cc3n(n1)CCCNC3)CC2	-2	/	18
c1ccc(N2CCC(=NC3=NCCCCC3)N2)cc1	-8	-3	-2
CCOC(=O)Cn1c(Cl)c(/C=N\NC(=O)c2ccccc2Cl)sc1=O	-6	-8	-10
CC1(C)CC(=O)C=C(Nc2ccc(Br)cn2)C1	0&7	1	3&-1
CC[C@H]1NS(=O)(=O)c2ccccc2[C@@H]1O	-3	-9	23
O=C(O)c1cccc(N2CCN(C34CC5CC(CC(C5)C3)C4)CC2)n1	-9	-6	/
CCc1cc2c(SCc3cc(=O)n4c(C)csc4n3)ncnc2s1	-8	/	0
COc1cc(C(=O)NCCc2csc3nc(-c4ccccc4C)nn23)c([N+](=O)[O-])cc1OC	-3	-7	-5
CC(=O)c1ccc(-n2c(=O)c3ccccc3n(C(C)C(=O)NCc3cccnc3)c2=O)cc1 (stereo not given)	-2	-6	13
COCCCN(Cc1csc(COc2ccc(Cl)cc2)n1)C(=O)c1cccc(Br)c1	-5	-8	/
N#CC1C(=N)C(C#N)(C#N)C(c2ccc(F)cc2)C=C1c1ccccc1 (stereo not given)	-2	/	3
CC(C(=O)NCc1cccc(Cl)c1)N(c1ccccc1)S(C)(=O)=O (stereo not given)	-4	-18	6
Cc1ccc(NC(=O)C2(C)CCN2Cc2cc3ccccc3o2)cc1O (stereo not given)	-10	/	4
O=C(NC(C(=O)Nc1ccccc1)C1CCN(C(=O)c2cccc(F)c2)CC1)c1ccc(F)cc1 (stereo not given)	-2	-4	-1
CCC(c1cccnc1)N(C)C(=O)c1ccc(CO)o1 (stereo not given)	0	/	6
CC1(C(=O)NS(=O)(=O)Cc2ccccc2)CCN1C(=O)CCC1CCCC1 (stereo not given)	-7	/	3
O=C(CC1CSc2nc3c(cnn3-c3ccccc3)c(=O)n21)Nc1ccon1 (stereo not given)	-14	-9	0
COC(=O)CCCCCCCCC(=O)NCC(=O)N1CCC(C(=O)N2CCCCC2)CC1	-8	-8	28
O=C(Nc1nc(CN2CCOCC2)cs1)c1ccc2c(c1)CCO2	-12	/	1
Cc1nc2ccc(C(=O)N(CCC#N)CC3CCCO3)cc2[nH]1 (stereo not given)	-10	/	11
CCC(C(=O)N1CCC2(CC1)NC(=O)c1c(ccc(Cl)c1Cl)N2)c1ccccc1 (stereo not given)	-9	-6	3
COc1ccccc1-c1ccc(NCC2COCCO2)nn1 (stereo not given)	-3	/	-4
c1ccc(CN(Cc2nccs2)Cc2cccn2-c2ncccn2)cc1	-4	-11	2
COc1cc2sc(=NC(=O)c3cc(C)no3)n(C)c2cc1OC	-4	-7	-1
CN(C)C(=O)C(c1ccccc1)N1CCC(O)(C(F)(F)F)C1 (stereo not given)	5&-12	-16	2&0
Cn1c(=O)c2cc(C(=O)NCc3cccnc3)n(Cc3ccccc3)c2n(C)c1=O	-3	-6	0
CC(C)c1nnc(SCC(=O)N(C)c2ccccc2)n1C1CC1	-10	/	4
CC1=C[C@@H](CNCc2ccco2)[C@H](C(C)C)C[C@H]1Cc1nnc(C(C)(C)C)o1	-6	-8	-7
CC(C)C(=O)N1CCN(CC(=O)N(C)CC(=O)NC(C)(C)C)CC1	-3	/	31
COc1cc(NCCCc2scnc2C)ncn1	-5	-9	11
COCc1cccc(NC(=O)c2ccc(N3CCCCC3=O)cc2)c1	-14	/	0
Cn1cccc(NC(=O)NC2CCN(C3CCCC3)CC2)c1=O	-4	-8	5
Fc1ccc(C2c3cccn3CCCN2Cc2ccsc2)cc1 (stereo not given)	-6	-5	4
NS(=O)(=O)N1CCN(C(=O)c2cc(Cl)sc2Cl)CC1	-2	/	-3
O=C(C1=CCCCC1)N1CCC(n2c(Cc3ccccc3)nc3ccccc32)CC1	-5	-9	6
CC1(C(Br)Br)C=CC=CC1=O (stereo not given)	2	/	-2
CCOCCC(=O)N1CCN(CC(=O)NC2CCCC(C)C2)CC1 (stereo not given)	-10	/	7
O=C(CC1(O)C(=O)Nc2ccccc21)c1ccco1 (stereo not given)	-8	/	2
CN(C(=O)CSc1nc2[nH]ncc2c(=O)[nH]1)c1ccccc1	6	5	-24

Grouped by structure, those above with an aryl methoxy group.
SMILES	hcGAS inh	mcGAS lum	NPYLR7 ag
COc1ccccc1C1CCCN1Cc1nc(-c2ccoc2)oc1C (stereo not given)	-7	-10	1
COc1cc(C(=O)Oc2ccc(C=C(C#N)C#N)cc2)cc(OC)c1OC	-8	-6	-6
COc1ccc(CN2CCOC(c3ccc(F)cc3)C2)cc1Cn1cncn1 (stereo not given)	-5	-8	4
COc1c(C)cnc2c1c(=O)n(CC(=O)N1CCCCC1)c(=O)n2C	-6	-8	1
COc1ccc(CCOc2nc(-c3ccc(OC)cc3)n(-c3ccc(NC(=O)c4cccs4)cc3)n2)cc1	-4	-3	-3
COc1cc(C)ccc1C1=NNC(=Nc2ccccc2)SC1	8	/	-3
CCOc1ccc(-c2csc(NC(=O)c3cc(OC)cc(OC)c3)n2)cc1	-1	-5	-3
COc1cc(C(=O)NCCc2csc3nc(-c4ccccc4C)nn23)c([N+](=O)[O-])cc1OC	-3	-7	-5
COc1ccccc1-c1ccc(NCC2COCCO2)nn1 (stereo not given)	-3	/	-4
COc1cc2sc(=NC(=O)c3cc(C)no3)n(C)c2cc1OC	-4	-7	-1
COc1cc(NCCCc2scnc2C)ncn1	-5	-9	11
